# Compound activity deposited in PubChem BioAssay by Broad Institute.
# E-sel inducer: E-selectin induction on HUVECs; AID 686992; P16581; 260,000 compounds, 0.37% hits; activation, % at 7.58 µM; HUVEC E-selectin immunofluorescence imaging; normalized: neutral wells 0, TNF-alpha wells 100;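 active means mean E-selectin-positive cell signal at least 10% of the positive control, reached in at least 60% of replicates, without over 20% cell loss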;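 further: in these data hits start at about 27%; measured in HUVEC primary endothelial cells; signal is the percent of cells scored E-selectin positive by PE staining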
# Target sequence (P16581 whole entry, looked up): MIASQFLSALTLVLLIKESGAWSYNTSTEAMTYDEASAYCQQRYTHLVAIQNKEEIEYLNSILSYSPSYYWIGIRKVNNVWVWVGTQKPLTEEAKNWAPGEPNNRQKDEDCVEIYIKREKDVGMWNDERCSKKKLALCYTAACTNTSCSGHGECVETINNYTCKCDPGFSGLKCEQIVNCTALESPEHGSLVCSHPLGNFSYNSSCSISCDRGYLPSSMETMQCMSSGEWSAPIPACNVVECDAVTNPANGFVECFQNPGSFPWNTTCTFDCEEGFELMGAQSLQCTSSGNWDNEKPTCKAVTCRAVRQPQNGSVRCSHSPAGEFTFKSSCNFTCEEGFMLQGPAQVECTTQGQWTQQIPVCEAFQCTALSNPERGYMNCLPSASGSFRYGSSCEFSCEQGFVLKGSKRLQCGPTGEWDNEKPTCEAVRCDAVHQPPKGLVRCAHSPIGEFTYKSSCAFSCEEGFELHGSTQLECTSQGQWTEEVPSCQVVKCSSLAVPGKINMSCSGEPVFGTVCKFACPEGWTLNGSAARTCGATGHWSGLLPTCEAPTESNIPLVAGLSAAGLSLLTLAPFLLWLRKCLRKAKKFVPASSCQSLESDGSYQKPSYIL
#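 assay system = HUVEC, human umbilical vein endothelial cells | input = 3,000 HUVEC seeded per well | medium = EGM-2 growth medium on 0.1% gelatin-coated wells | dosing = one compound dose added by pin transfer | signal = immunofluorescence imaging | read-out basis = % PE-positive cells | control set = TNF-alpha, DMSO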
# ERp5 inh: ERp5 (human) disulfide isomerase inhibition | Q15084 | ERp5 insulin aggregation, absorbance 650 nm, 90 min | 350,000 compounds, 0.05% hits | AID 651711 | inhibition, % at 9.99 µM;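 active means mean replicate inhibition above about 25%, with every replicate also reaching it, limit read from the data, passing the limit was not always enough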
# RAD54 branch: RAD54 (human) branch migration inhibition; 360,000 compounds, 0.14% hits; RAD54 Holliday junction branch migration, FAM/BHQ fluorescence; AID 602329; inhibition, % at 10.4 µM;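 active means mean normalized replicate activity at least 40 and at least half of replicates scoring 40 or more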;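 further: 0% = median of neutral control wells and 100% = median of positive control wells; inhibitors cause a drop in the FAM fluorescence signal; in these data hits start at about 50%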
# RAD52 anneal inh: inhibitors of human RAD52 DNA annealing; P43351; recombinant RAD52 DNA annealing, FRET fluorescence; inhibition, % at 18.7 µM; 360,000 compounds, 0.46% hits;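 active means every replicate showing at least 50% inhibition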
# PglD inh: PglD (C. jejuni) enzyme inhibition; inhibition, % at 12.5 µM; purified PglD enzyme, DTNB colorimetric CoA detection; 360,000 compounds, 0.098% hits; in the data active means inhibition above about 16%, passing the limit was not always enough; further: strong numbers were not always called active
# esBAF inh: inhibitors of esBAF chromatin remodeling in mouse ES cells | reporter increase, % at 12.5 µM | Bmi1-luciferase knock-in reporter, 24 h; 100% = twice the neutral-well signal | 350,000 compounds, 2% hits; in the data active means activation above about 40%;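 further: 0% = median of the plate's neutral control wells and 100% = double that signal; a rise in the Bmi1 reporter signal indicates esBAF inhibition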
# CASP6 VEID inh: caspase-6 (human) enzyme inhibition. 350,000 compounds, 0.53% hits. purified caspase-6, Z-VEID-R110 cleavage fluorescence. P55212. AID 686996. inhibition, % at 12.5 µM;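 active means mean inhibition across replicates at least about 35%, with every replicate also reaching that limit, limit read from the data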;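 further: 0% = median of neutral control wells and 100% = no fluorescence left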
# Target sequence (P55212 24-179 limits assumed): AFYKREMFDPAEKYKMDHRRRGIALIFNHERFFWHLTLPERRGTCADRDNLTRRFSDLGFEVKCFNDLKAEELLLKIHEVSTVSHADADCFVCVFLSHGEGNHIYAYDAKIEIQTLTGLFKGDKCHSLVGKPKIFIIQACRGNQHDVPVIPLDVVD
# Target sequence (P55212 194-293 limits assumed): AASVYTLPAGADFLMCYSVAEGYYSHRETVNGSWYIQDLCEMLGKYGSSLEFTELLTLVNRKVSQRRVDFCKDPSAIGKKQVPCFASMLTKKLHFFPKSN
# ARNT TACC3 PPI: disruptors of human ARNT/TACC3 interaction | AlphaScreen His-ARNT PAS-B/GST-TACC3 binding, luminescence; TACC3 fragment carries E629A point mutation | inhibition, % at 9.99 µM | 390,000 compounds, 0.66% hits | AID 623870;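 active means mean inhibition of replicates at least 50% and at least half of replicates each reaching 50%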;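 further: 0% = complete ARNT plus TACC3 wells and 100% = ARNT alone without TACC3; many hits fall short of the cut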
# The depositor's hits bear a star; x = no result given. Compounds as they come. Share with any hit: about 3.2%.
entry	SMILES	E-sel inducer	ERp5 inh	RAD54 branch	RAD52 anneal inh	PglD inh	esBAF inh	CASP6 VEID inh	ARNT TACC3 PPI
1	C=CCNc1nc2cc(-c3ccc(C(=O)N4CCOCC4)cc3)sc2c(=O)n1C	-0.2	3	6	-3	0	5	-1	x
2	CN(C)CC(=O)N1CCCCN2[C@H](CO)[C@@H](c3ccc(-c4cccnc4)cc3)[C@H]2C1	0.4	-4	10	40	2	x	0	-1
3	COc1cccc(CNCCN2CCOCC2)c1OC	x	x	-1	x	0	-6	x	-3
4	CC(C)OC(=O)c1c(NC(=O)CCn2nnc3ccccc32)sc2c1CCCC2	x	x	3	x	-9	8	x	5
5	COc1cnc(-c2ccccn2)nc1Oc1ccc(Cl)c2ccccc12	x	x	-8	x	-3	-2	x	17*
6	CC(=O)N(C)C[C@H]1Oc2cc(-c3cncnc3)ccc2S(=O)(=O)N([C@H](C)CO)C[C@H]1C	-0.4	10	5	5	-2	0	0	-13
7	CC(C)c1ccc(Oc2cccc3c2S(=O)(=O)N(C2CCCC2)CC(COCc2ccccc2)O3)cc1 (centres undefined)	0.0	-10	13	3	-2	5	-2	-1
8	CNc1ccc(S(=O)(=O)NC)cc1[N+](=O)[O-]	x	1	x	-13	x	x	0	18
9	C[C@@H]1CN([C@H](C)CO)S(=O)(=O)c2ccc(-c3ccc(F)cc3)cc2O[C@@H]1CN(C)C(=O)c1ccccc1F	-0.2	1	0	25	-2	4	-3	1
10	Nc1c(C(=O)N/N=C/c2cccnc2)oc2nc(-c3ccco3)cc(-c3ccco3)c12	9.3	1	-8	-141	0	x	89*	x
11	Cc1ccc(-c2csc3nc[nH]c(=O)c23)c(C)c1	x	22	-1	0	2	-1	0	x
12	C=C1CC2(CC(c3ccccc3)OC(c3ccccc3)C2)OC1=O (centres undefined)	-1.2	0	x	-2	x	x	2	-6
13	O=C(CS(=O)(=O)c1ccc(Br)cc1)N1CCOCC1	0.2	1	6	-15	7	-7	-3	-3
14	COc1ccc(C(=O)NCC(=O)OCC(=O)NC(=O)NC2CCCCC2)cc1OC	x	x	5	x	0	0	x	13
15	CC1=CC(C)(C)[N+](C)(C)c2ccccc21	x	-3	x	-27	x	x	-4	-4
16	COC(=O)c1ccc(CN2CCN(CCC(C)C)C(CCO)C2)cc1 (centres undefined)	0.1	2	x	-13	x	x	3	-2
17	C[C@@H]1CN([C@H](C)CO)C(=O)c2cc(-c3cccc(C#N)c3)cnc2O[C@@H]1CN(C)C(=O)C1CCCCC1	-0.3	5	-1	-16	-5	1	3	-7
18	O=CN(Cc1ccco1)C1(C(=O)NC2CCCCC2)CCCCC1	x	x	4	x	1	-1	x	9
19	CCS(=O)(=O)N1CCC2(CC1)CN(S(=O)(=O)c1ccc(C)cc1)[C@@H](CO)c1[nH]c3cc(OC)ccc3c12	-0.1	-4	x	-3	x	x	-1	x
20	O=c1[nH]c(-[n+]2ccc3ccccc3c2)c(/C=N/N=C(\[O-])c2ccccc2)s1	8.5	3	-4	-42	1	14	14	-12
21	Cn1c(SCC(=O)N/N=C/C=C\c2ccccc2[N+](=O)[O-])nc2ccccc21	x	2	-9	-5	9	x	-2	-14
22	CC1CCN(c2cc(N3CCC(C)CC3)c([N+](=O)[O-])cc2/C=C(\C#N)c2nn(-c3ccccc3)c(N)c2C#N)CC1	x	x	6	x	-6	2	x	0
23	O=C(/C=C/c1c(Cl)cccc1Cl)n1cccn1	x	x	-7	x	2	-4	x	-1
24	CC(=O)NC1(C(F)(F)F)NC(=O)N(CC(C)C)C1=O (centres undefined)	x	x	3	x	0	-4	x	-1
25	COc1ccc(/C=N/OCC(=O)Nn2c(C)nc3ccccc3c2=O)cc1	x	-1	-2	-19	4	x	4	-5
26	COc1ccc(NC(=S)N2CCN(S(=O)(=O)c3ccc(OC)cc3)CC2)cc1	-0.1	5	-16	-11	-2	x	-2	3
27	COc1nccc(NCc2ccccc2)c1C#N	-0.2	4	-1	-7	-6	-2	6	x
28	CO[C@H](CN(C)S(=O)(=O)c1ccc(C)cc1)[C@H](C)CN(C(=O)Nc1ccccc1F)[C@@H](C)CO	0.1	1	-3	-4	3	1	0	-10
29	C#CCOCCOCCOCCNc1nc(N2CCN(C(=O)CCCCCCCCCCNC(=O)[C@@H](CCSC)n3cc(CCO)nn3)CC2)nc(N2CCN(C(=O)CCCCCCCCCCNC(=O)[C@H](CCC(=O)O)n3cc(CCCCCN)nn3)CC2)n1	x	x	-2	x	-2	5	x	-8
30	O=C(O)c1cc(-c2ccccc2)n[nH]1	0.0	-7	7	-9	1	-3	1	-29

# Numbers 28–30 of the list above:
entry	SMILES	E-sel inducer	ERp5 inh	RAD54 branch	RAD52 anneal inh	PglD inh	esBAF inh	CASP6 VEID inh	ARNT TACC3 PPI
28	CO[C@H](CN(C)S(=O)(=O)c1ccc(C)cc1)[C@H](C)CN(C(=O)Nc1ccccc1F)[C@@H](C)CO	0.1	1	-3	-4	3	1	0	-10
29	C#CCOCCOCCOCCNc1nc(N2CCN(C(=O)CCCCCCCCCCNC(=O)[C@@H](CCSC)n3cc(CCO)nn3)CC2)nc(N2CCN(C(=O)CCCCCCCCCCNC(=O)[C@H](CCC(=O)O)n3cc(CCCCCN)nn3)CC2)n1	x	x	-2	x	-2	5	x	-8
30	O=C(O)c1cc(-c2ccccc2)n[nH]1	0.0	-7	7	-9	1	-3	1	-29

# Next section
entry	SMILES	E-sel inducer	ERp5 inh	RAD54 branch	RAD52 anneal inh	PglD inh	esBAF inh	CASP6 VEID inh	ARNT TACC3 PPI
31	COC(=O)c1ccn(-c2nc(-c3ccco3)cc(C(F)(F)F)n2)n1	x	x	10	x	-3	-5	x	-5
32	COCCN1C(=O)c2ccc(C(=O)NCc3cccnc3)cc2C1=O	x	x	1	x	3	-12	x	3
33	COc1ncnc2c1oc1ccccc12	x	0	-5	-15	1	60*	1	x
34	O=C(C1CCN(CCCc2ccccc2)CC1)N1CCCCC1	x	x	4	x	3	-14	x	-2
35	COC(=O)[C@]12CCCCC=C1N(Cc1ccc3c(c1)OCO3)C(=O)[C@H](CC(=O)N1CCSCC1)C2	-0.2	-3	x	-22	x	x	-4	x
36	Cc1cc(N2CCN(C(=O)Nc3ccc(F)cc3F)CC2)c2ccccc2n1	x	x	24	x	-3	2	x	2
37	CCOC(=O)c1ccc(NCCc2ccc(OC)c(OC)c2)c(N)c1	-0.2	0	-1	-35	8	5	2	24
38	CCOc1ccc(-c2cc(C(=O)N3CCCC3)c3ccccc3n2)cc1	x	x	-1	x	1	36	x	5
39	COc1ccc(OCCCn2cccc2/C=C2/C(=N)N3OC(C)=CC3=NC2=O)cc1	x	0	x	-16	x	x	3	14
40	CC1CCN(S(=O)(=O)c2cc(C(=O)NC3(C)CCS(=O)(=O)C3)ccc2Br)CC1 (centres undefined)	0.2	-18	-4	-13	1	1	2	3
41	C[C@@H]1CN([C@@H](C)CO)C(=O)c2cccc(NC(=O)c3nc4ccccc4s3)c2O[C@@H]1CN(C)Cc1ccc(C(=O)O)cc1	-0.1	-12	-6	-14	1	4	3	0
42	O=C(CNC(=O)c1cccc(-n2cnnn2)c1)Nc1ccc(F)c(F)c1	-0.4	4	-5	-28	3	-4	0	-3
43	CCN(CC)c1ccc(C=C2C(=O)OC3(CCCCC3)OC2=O)cc1	1.3	-4	x	-209	x	x	-3	-2
44	C[C@@H]1CN([C@H](C)CO)S(=O)(=O)c2ccc(/C=C/c3ccccc3)cc2O[C@H]1CN(C)Cc1cncnc1	-0.3	1	4	28	-1	5	3	-4
45	Cc1nc2ccccc2c2oc(C(=O)N3CCN(C(=O)c4ccco4)CC3)cc12	-0.1	0	6	1	3	-3	5	10
46	O=c1[nH]c2ccc(NC(=S)NC3CCCCC3)cc2[nH]1	-0.2	1	3	0	10	-2	3	-1
47	Cc1ccc(S(=O)(=O)Nc2ccc(O)c3ccccc23)c(C)c1	x	2	-6	-10	-8	-1	6	11
48	COc1cc(OC)cc(C(=O)N[C@H](C(=O)NCCc2c[nH]c3ccccc23)C(C)C)c1	0.0	-1	-2	-7	-2	-8	-3	11
49	Cc1ccccc1OCC(=O)Nc1ccccc1N1CCOCC1	x	x	7	x	-7	0	x	-9
50	CC(=O)c1cc(F)ccc1OCC(=O)Nc1ccc2c(c1)OCO2	1.7	3	1	-18	2	7	2	x
51	NC(=O)C1CC(=O)N(c2ccc(OCc3c(F)cccc3Cl)cc2)C1 (centres undefined)	x	1	x	-19	x	x	-1	4
52	COc1cccc(/C=C2\SC(=S)N(CCC(=O)NC3C=CS(=O)(=O)C3)C2=O)c1 (centres undefined)	x	0	4	15	4	21	2	-1
53	CC(C)C(C(=O)Nc1ccc(N2CCOCC2)cc1)N1C(=O)c2ccccc2C1=O (centres undefined)	x	x	5	x	1	-5	x	-17
54	C[C@@H]1CCCCO[C@@H](CN(C)S(=O)(=O)c2cn(C)cn2)[C@H](C)CN([C@H](C)CO)C(=O)c2cc(NS(=O)(=O)c3ccc(Cl)cc3)ccc2O1	x	1	-5	-21	-1	0	-3	x
55	Cc1ccc(S(=O)(=O)N(C)C[C@H]2OCCCC[C@@H](C)Oc3ccc(NC(=O)CCC(F)(F)F)cc3C(=O)N([C@@H](C)CO)C[C@@H]2C)cc1	x	-4	-9	-46	-12	-7	x	4
56	CCN1[C@H](C(=O)NCCCN(C)C)[C@@H](CO)[C@@H]2Cn3c(ccc(-c4ccccc4OC)c3=O)[C@@H]21	1.4	3	x	6	x	x	-1	x
57	CNC[C@@H]1Oc2ccc(NC(=O)Nc3ccc4c(c3)OCO4)cc2CC(=O)N([C@H](C)CO)C[C@@H]1C	x	3	4	-5	-1	2	-1	5
58	CC(=O)NCCC(=O)Nc1cc(S(=O)(=O)N2CCOCC2)ccc1Oc1ccccc1	-0.1	4	-10	2	3	-9	-3	-4
59	COc1ccc(OC)c(NC(=O)CSc2nnnn2-c2ccc3c(c2)OCO3)c1	x	-3	10	-2	1	-4	0	-4
60	CN(CCC1CCOCC1)Cc1nc(Cc2ccccc2F)no1	0.1	16	-3	-17	-4	-4	3	-1
61	C/C(CC(=O)Nc1ccc(Cl)c(C(F)(F)F)c1)=N\NC(=O)c1cnccn1	-4.5	-15	-7	5	2	24	4	21
62	CC(=O)OC(COC1C[C@@H]2CC[C@@]1(C)C2(C)C)C[N+]1(C)CCCCC1 (some centres undefined)	x	5	x	-4	x	x	3	-1
63	CNC[C@H](CC1CCCCC1)NC[C@H](CO)NCCc1cccc(C(F)(F)F)c1	x	2	8	20	-5	-11	0	34
64	Cc1ccc2cc(C(c3nnnn3CC3CCCO3)N3CCc4ccccc4C3)c(=O)[nH]c2c1 (centres undefined)	x	x	-1	x	2	-8	x	12
65	COC(=O)C[C@H]1CC[C@@H]2[C@H](COC[C@@H](O)CN2S(=O)(=O)c2cn(C)cn2)O1	0.3	-5	-19	6	-2	2	0	-3
66	Cn1ccc(O)c(C#N)c1=O	x	1	2	-5	2	-11	-3	-7
67	CN(C)c1nc2c(c(=O)[nH]c(=O)n2C)n1Cc1ccc(F)cc1	4.6	1	-1	-8	-6	0	1	0
68	COC(=O)c1c(NC(=O)Cc2ccccc2)sc2c1CCN(C(C)C)C2	x	0	3	11	1	-10	-3	2
69	COC(=O)c1cc(NC(=O)Cn2nc(C)n3cccc3c2=O)cc(C(=O)OC)c1	0.0	0	5	-10	7	1	-2	2
70	CN(C)C(=O)c1cccc(-c2ccccc2[C@H]2[C@@H](C#N)N(C(=O)C3CCCC3)[C@H]2CO)c1	-0.1	-2	x	11	x	x	-2	x
71	CCOc1ccc(CN2CCNC(=O)C2CC(=O)NCCc2nc(C)c3c(n2)CCC3)cc1 (centres undefined)	-0.8	-1	-13	-34	1	-2	0	-1
72	CCOC(=O)C1(CCOc2ccccc2)CCN(CC(O)CO)CC1 (centres undefined)	x	-1	2	-18	-1	7	-2	-3
73	COc1ccc(C#Cc2ccc([C@H]3[C@H]4CN(C(=O)c5ccncc5)CC(=O)N4[C@H]3CO)cc2)cc1	-0.5	8	x	8	x	x	0	x
